CHOP UPR activ: apoptotic UPR (CHOP) activation; CHO-CHOP luciferase reporter, luminescence; percent of tunicamycin response over DMSO baseline; activation, % at 10 µM; actives 0.34% (n = 330,000);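 active means at 10 µM dose, activation of 40% or more, normalized to positive control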;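 further: 100% = tunicamycin at 10 µg/mL and 0% = DMSO alone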
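Evaluation: % reporter activation, DMSO baseline versus tunicamycin full activation; System: CHO-CHOP luciferase reporter cell line; Input: 500 cells/well; Incubation: 6 h compound treatment, 37 °C; Measured by: Steady-Glo luciferase luminescence; Dosing: one dose, 10 µM in 0.5% DMSO; Buffer or medium: F12 medium, 10% FBS; Benchmarks: positive tunicamycin 10 µg/mL, negative DMSO alone.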
UPR XBP1 act: adaptive UPR (XBP1) activation | CHO-XBP1 luciferase reporter, IRE1-XBP1 UPR activation, luminescence; percent of tunicamycin response, DMSO as zero | activation, % at 20 µM | actives 0.33% (n = 330,000);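 active means versus positive control, 20 µM dose yields 30% or more activation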;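 further: 100% = tunicamycin at 10 µg/mL and 0% = DMSO only wells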
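assay system = CHO-XBP1 luciferase reporter cells | amount = 1000 cells/well | buffer or medium = F12 plus 10% FBS | compound dosing = single point, 20 µM final compound, 1% DMSO | incubation = 16-18 h cell attachment at 37 °C, then 6 h compound exposure | detection = Steady-Glo luminescence read | controls = tunicamycin 10 µg/mL and vehicle-only wells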
TIM10 inh: TIM10 yeast growth inhibition. S. cerevisiae TIM10 strain growth, BacTiter-Glo luminescence, 24 h. inhibition, % at 10 µM. actives 1.4% (n = 330,000);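 active means inhibition of 40% or more at the single tested concentration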;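 further: wild-type TIM10 isogenic control strain grown at permissive 25 °C; 0% = DMSO yeast wells and 100% = minimal medium wells without yeast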
tim10-1 inh: inhibits growth of tim10-1 mutant yeast. S. cerevisiae tim10-1 ts strain growth, BacTiter-Glo, 24 h. AID 463190. inhibition, % at 20 µM. actives 2.2% (n = 330,000);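 active means inhibition of at least 40%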;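 further: mutant grown at 25 °C; 0% = DMSO wells with yeast and 100% = wells holding no yeast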
CXCR6 inh: inhibitors of human CXCR6 receptor. CHO-K1 PathHunter CXCR6 beta-arrestin, luminescence. inhibition, % at 20 µM. O00574. AID 602244. actives 0.36% (n = 360,000); in the data active means inhibition above about 34%, passing the limit was not always enough;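 further: antagonist mode with CXCL16 agonist at 10 nM final; 0% = 10 nM CXCL16 with DMSO and 100% = unstimulated wells without agonist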
Target sequence (O00574 whole entry, looked up): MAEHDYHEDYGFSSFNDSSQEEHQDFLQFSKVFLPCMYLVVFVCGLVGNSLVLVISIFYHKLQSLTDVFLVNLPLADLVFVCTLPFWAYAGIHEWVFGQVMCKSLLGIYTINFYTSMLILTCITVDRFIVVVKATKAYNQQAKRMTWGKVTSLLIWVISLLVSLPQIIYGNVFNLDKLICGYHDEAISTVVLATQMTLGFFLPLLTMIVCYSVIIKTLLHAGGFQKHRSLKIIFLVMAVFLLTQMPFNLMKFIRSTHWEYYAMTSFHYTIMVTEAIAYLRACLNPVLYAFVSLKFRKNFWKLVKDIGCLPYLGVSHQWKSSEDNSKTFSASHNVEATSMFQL
Mdm2-MdmX inh: disrupts the human Mdm2-MdmX interaction | O15151+Q00987 | SaOS-2 split-luciferase Mdm2/MdmX complementation, luminescence | inhibition, % at 8 µM | actives 3% (n = 330,000) | AID 485346;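 active means inhibition of at least 50% at 8 µM in the primary screen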
tim23-1 inh: tim23-1 yeast growth inhibition. AID 463212. actives 1.3% (n = 330,000). inhibition, % at 20 µM. S. cerevisiae tim23-1 growth, BacTiter-Glo luminescence, 24 h;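 active means growth inhibition of the mutant yeast at or above 50%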;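 further: temperature-sensitive mutant grown at 25 °C; plate controls were DMSO-treated mutant yeast for no effect and medium wells lacking yeast for full effect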
APJ agonist: activates the human apelin receptor APJ | P35414 | CHO-K1 APJ PathHunter beta-arrestin, luminescence; 0% DMSO wells, 100% apelin | activation, % at 20 µM | actives 0.11% (n = 330,000);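 active means activation more than six SD over the plate average, tested at 20 µM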;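 further: 0% = DMSO alone and 100% = apelin-13 at 10 nM; some results filed as inactive read as strong as hits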
Target sequence (P35414 whole entry, looked up): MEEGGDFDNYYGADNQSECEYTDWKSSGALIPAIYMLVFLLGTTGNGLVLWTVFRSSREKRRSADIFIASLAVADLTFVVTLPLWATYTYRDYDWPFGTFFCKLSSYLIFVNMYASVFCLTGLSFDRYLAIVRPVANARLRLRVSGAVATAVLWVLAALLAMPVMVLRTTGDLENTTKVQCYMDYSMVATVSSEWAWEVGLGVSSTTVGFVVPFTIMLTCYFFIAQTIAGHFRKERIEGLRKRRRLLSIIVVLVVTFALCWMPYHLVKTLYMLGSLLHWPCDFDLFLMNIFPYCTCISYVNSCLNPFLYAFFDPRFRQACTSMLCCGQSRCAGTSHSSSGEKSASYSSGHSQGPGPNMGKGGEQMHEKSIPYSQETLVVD
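system = engineered CHO-K1 APJ arrestin reporter cells | input = 1000 cells per well | timing = overnight seeding, 90 min compound at 25 °C, 1 h detection | measured by = enzyme-fragment complementation luminescence | read-out = beta-arrestin recruitment to APJ as agonist activity, luminescent signal | control set = negative DMSO alone, positive Apelin-13 at 10 nM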
APJ antagonist: blocks the human apelin receptor APJ. CHO-K1 APJ beta-arrestin complementation, luminescence. inhibition, % at 20 µM. actives 0.32% (n = 330,000). AID 2521;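 active means inhibition above about 40% at 20 µM, limit read from the data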;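 further: cells challenged with 10 nM apelin-13 agonist together with compound; plate controls were apelin-13 plus DMSO wells for no effect and DMSO wells lacking apelin-13 for full effect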
* marks the source's active call; other numbers are inactive results. These rows are one share of the data; count on the stated rates, not on these rows.

Results for S=C(Nc1ccc(Cl)cc1Cl)Nn1cnnc1 ?
CHOP UPR activ: -1.3; UPR XBP1 act: 1; TIM10 inh: 4; tim10-1 inh: 8; CXCR6 inh: 8; Mdm2-MdmX inh: 16; tim23-1 inh: 18; APJ agonist: -4; APJ antagonist: 25

How did Cc1cccc2sc(NC(=O)c3ccc(Cl)s3)nc12 do in these assays?
CHOP UPR activ: 4.3; UPR XBP1 act: 10; TIM10 inh: 15; tim10-1 inh: 15; CXCR6 inh: 1; Mdm2-MdmX inh: -47; tim23-1 inh: 27; APJ agonist: 1; APJ antagonist: 0

What do the screens show for `O=C(Nc1cccc(Cl)c1Cl)c1ccccc1OCC(=O)N1CCOCC1`?
CHOP UPR activ: -1.7; UPR XBP1 act: -8; TIM10 inh: 11; tim10-1 inh: 31; CXCR6 inh: 4; Mdm2-MdmX inh: 1; tim23-1 inh: 18; APJ agonist: -4; APJ antagonist: 6

How did COc1c(Br)cc([N+](=O)[O-])c(OC)c1C(=O)NC(=O)Nc1nc(C)cc(C)n1 do in these assays?
CHOP UPR activ: 0.5; UPR XBP1 act: -3; TIM10 inh: 12; tim10-1 inh: 7; CXCR6 inh: 2; Mdm2-MdmX inh: 29; tim23-1 inh: 18; APJ agonist: 0; APJ antagonist: 12

What do the screens show for `COC(=O)c1cc(OC)nc2ccc(Br)cc12`?
CHOP UPR activ: 2.7; UPR XBP1 act: -2; TIM10 inh: -19; tim10-1 inh: 8; CXCR6 inh: -1; Mdm2-MdmX inh: 18; tim23-1 inh: -5; APJ agonist: 2; APJ antagonist: 15

How did CC(C)(C)c1ccc(C2C(C(=O)c3ccco3)=C(O)C(=O)N2CC2CCCO2)cc1 (stereo unspecified) do in these assays?
CHOP UPR activ: -0.1; UPR XBP1 act: 1; TIM10 inh: -1; tim10-1 inh: 6; CXCR6 inh: 5; Mdm2-MdmX inh: -17; tim23-1 inh: 7; APJ agonist: -3; APJ antagonist: -1

Results for Cc1ccc2c(c1)N(C(=O)c1ccco1)C(C)(C)c1ssc(=S)c1-2 ?
CHOP UPR activ: 1.3; UPR XBP1 act: 0; TIM10 inh: 15; tim10-1 inh: 33; CXCR6 inh: 24; Mdm2-MdmX inh: 19; tim23-1 inh: 36; APJ agonist: -6; APJ antagonist: 10

How did O=C(COC(=O)c1ccc(O)cc1O)Nc1ccc2c(c1)OCCO2 do in these assays?
CHOP UPR activ: 3.6; UPR XBP1 act: 1; TIM10 inh: 3; tim10-1 inh: 0; CXCR6 inh: 5; Mdm2-MdmX inh: -70; tim23-1 inh: 8; APJ agonist: -3; APJ antagonist: 0

What do the screens show for `CC(OC(=O)COc1ccc(C#N)cc1)C(=O)c1ccccc1` (stereo unspecified)?
CHOP UPR activ: 3.2; UPR XBP1 act: -3; TIM10 inh: 2; tim10-1 inh: -4; CXCR6 inh: -9; Mdm2-MdmX inh: 18; tim23-1 inh: 0; APJ agonist: -3; APJ antagonist: -5

Results for COc1ccc(NC(=S)N(CCO)Cc2cc3c(C)cc(C)cc3[nH]c2=O)cc1 ?
CHOP UPR activ: 1.2; UPR XBP1 act: 1; TIM10 inh: -17; tim10-1 inh: 6; CXCR6 inh: 5; Mdm2-MdmX inh: 18; tim23-1 inh: 18; APJ agonist: 1; APJ antagonist: 1

2 consecutive records out of the list so far, for reference:
Results for S=C(Nc1ccc(Cl)cc1Cl)Nn1cnnc1 ?
CHOP UPR activ: -1.3; UPR XBP1 act: 1; TIM10 inh: 4; tim10-1 inh: 8; CXCR6 inh: 8; Mdm2-MdmX inh: 16; tim23-1 inh: 18; APJ agonist: -4; APJ antagonist: 25

How did Cc1cccc2sc(NC(=O)c3ccc(Cl)s3)nc12 do in these assays?
CHOP UPR activ: 4.3; UPR XBP1 act: 10; TIM10 inh: 15; tim10-1 inh: 15; CXCR6 inh: 1; Mdm2-MdmX inh: -47; tim23-1 inh: 27; APJ agonist: 1; APJ antagonist: 0

More compounds.
What do the screens show for `COc1ccc(OC)c(S(=O)(=O)n2ccnc2C)c1`?
CHOP UPR activ: 5.0; UPR XBP1 act: 2; TIM10 inh: 3; tim10-1 inh: 18; CXCR6 inh: -10; Mdm2-MdmX inh: -36; tim23-1 inh: 5; APJ agonist: -1; APJ antagonist: -25

Results for CCOC(=O)/C(C(N)=NCC(C)C)=C(/O)c1ccccc1 ?
CHOP UPR activ: 1.2; UPR XBP1 act: 0; TIM10 inh: -2; tim10-1 inh: 25; CXCR6 inh: -5; Mdm2-MdmX inh: -21; tim23-1 inh: 3; APJ agonist: -1; APJ antagonist: -11

What do the screens show for `Cc1nnc(NC(=O)CSCc2c(C)noc2C)s1`?
CHOP UPR activ: -1.4; UPR XBP1 act: -1; TIM10 inh: 2; tim10-1 inh: -11; CXCR6 inh: 6; Mdm2-MdmX inh: 8; tim23-1 inh: 8; APJ agonist: -1; APJ antagonist: 14

What do the screens show for `COc1ccccc1CN1C[C@@H]2C[C@@H](C3=Cc4cc(Cl)ccc4OC3)N3CCC[C@@]23C1=O`?
CHOP UPR activ: 2.2; UPR XBP1 act: 0; TIM10 inh: 24; tim10-1 inh: 40; CXCR6 inh: -1; Mdm2-MdmX inh: 24; tim23-1 inh: 44; APJ agonist: -8; APJ antagonist: 5

How did COc1ccc(S(=O)(=O)c2ccc(OCC3CO3)cc2)cc1 (stereo unspecified) do in these assays?
CHOP UPR activ: 2.0; UPR XBP1 act: -2; TIM10 inh: -16; tim10-1 inh: 21; CXCR6 inh: -2; Mdm2-MdmX inh: 0; tim23-1 inh: 18; APJ agonist: 1; APJ antagonist: -20

How did Cc1ccccc1-n1nnnc1SC1CCOC1=O (stereo unspecified) do in these assays?
CHOP UPR activ: -1.3; UPR XBP1 act: -2; TIM10 inh: 3; tim10-1 inh: 1; CXCR6 inh: -7; Mdm2-MdmX inh: 20; tim23-1 inh: 10; APJ agonist: -5; APJ antagonist: -3

What do the screens show for `O=C(C1CCN(c2nc(-c3ccccc3)nc3c2CCC3)CC1)N1CCC(O)CC1`?
CHOP UPR activ: 2.3; UPR XBP1 act: -1; TIM10 inh: 5; tim10-1 inh: 2; CXCR6 inh: 17; Mdm2-MdmX inh: 9; tim23-1 inh: 2; APJ agonist: -6; APJ antagonist: -15

How did COc1ccc(NC(=O)C2CCN(S(=O)(=O)c3ccc(OC)c(OC)c3)CC2)c(OC)c1 do in these assays?
CHOP UPR activ: -0.6; UPR XBP1 act: -1; TIM10 inh: 2; tim10-1 inh: 11; CXCR6 inh: 6; Mdm2-MdmX inh: 15; tim23-1 inh: 16; APJ agonist: -1; APJ antagonist: 13

Results for Cc1ccc(S(=O)(=O)NC2CCCc3ccccc32)cc1C (stereo unspecified) ?
CHOP UPR activ: -0.9; UPR XBP1 act: 0; TIM10 inh: 45*; tim10-1 inh: 35; CXCR6 inh: -7; Mdm2-MdmX inh: 17; tim23-1 inh: 12; APJ agonist: -2; APJ antagonist: -6

What do the screens show for `CNc1ccc(/C=C(\C#N)c2ccccn2)cc1[N+](=O)[O-]`?
CHOP UPR activ: 4.0; UPR XBP1 act: 4; TIM10 inh: -20; tim10-1 inh: 16; CXCR6 inh: 6; Mdm2-MdmX inh: 8; tim23-1 inh: -1; APJ agonist: -3; APJ antagonist: 3

Results for CCCCCCCCNc1ccccc1S(=O)(=O)NCc1ccccc1 ?
CHOP UPR activ: 1.8; UPR XBP1 act: 0; TIM10 inh: -21; tim10-1 inh: 7; CXCR6 inh: -11; Mdm2-MdmX inh: 38; tim23-1 inh: 28

Results for CCOC(=O)c1c(C)n(-c2ccccc2)c2ccc(O)cc12 ?
CHOP UPR activ: 1.1; UPR XBP1 act: 2; TIM10 inh: -3; tim10-1 inh: 13; CXCR6 inh: -2; Mdm2-MdmX inh: 3; tim23-1 inh: 9; APJ agonist: -2; APJ antagonist: -9

How did C(=C\c1ccccc1)/CSc1nnc(-c2ccncc2)n1Cc1ccco1 do in these assays?
CHOP UPR activ: -2.5; UPR XBP1 act: -3; TIM10 inh: 27; tim10-1 inh: 13; CXCR6 inh: 2; Mdm2-MdmX inh: 18; tim23-1 inh: 33; APJ agonist: -4; APJ antagonist: -4

How did O=[N+]([O-])c1ccc(N/N=C/c2cccc(O)c2)cc1 do in these assays?
CHOP UPR activ: 5.6; UPR XBP1 act: 5; TIM10 inh: 6; tim10-1 inh: 39; CXCR6 inh: -4; Mdm2-MdmX inh: -83; tim23-1 inh: 83*; APJ agonist: -3; APJ antagonist: 4

How did COc1cc(CCC(=O)OCC(=O)Nc2sccc2C(N)=O)cc(OC)c1OC do in these assays?
CHOP UPR activ: 5.1; UPR XBP1 act: -2; TIM10 inh: 2; tim10-1 inh: 7; CXCR6 inh: -17; Mdm2-MdmX inh: 0; tim23-1 inh: 8; APJ agonist: 15; APJ antagonist: 20

How did CNC(=S)N1N=C(c2cccs2)CC1c1ccc(F)cc1 (stereo unspecified) do in these assays?
CHOP UPR activ: 1.0; UPR XBP1 act: -1; TIM10 inh: 13; tim10-1 inh: 43*; CXCR6 inh: 15; Mdm2-MdmX inh: 26; tim23-1 inh: 35; APJ agonist: -1; APJ antagonist: 6

What do the screens show for `O=C(N/N=C/c1c[nH]c2ccccc12)c1cc(-c2ccc3ccccc3c2)n[nH]1`?
CHOP UPR activ: 1.7; UPR XBP1 act: 10; TIM10 inh: 25; tim10-1 inh: -19; CXCR6 inh: -6; Mdm2-MdmX inh: 54*; tim23-1 inh: 18; APJ agonist: 3; APJ antagonist: -8

Results for Cc1[nH][nH]c(=O)c1C(c1ccc(Br)cc1)c1c(C)[nH][nH]c1=O ?
CHOP UPR activ: 2.1; UPR XBP1 act: -3; TIM10 inh: 33; tim10-1 inh: 24; CXCR6 inh: 3; Mdm2-MdmX inh: -6; tim23-1 inh: 41; APJ agonist: -2; APJ antagonist: -9

How did O=C(c1ccccc1)N1CCCC(c2ccc(Cl)cc2)=N1 do in these assays?
CHOP UPR activ: -0.7; UPR XBP1 act: -1; TIM10 inh: 26; tim10-1 inh: 35; CXCR6 inh: -3; Mdm2-MdmX inh: -3; tim23-1 inh: 41; APJ agonist: -3; APJ antagonist: -5

How did CC[C@H]1OC(=O)[C@H](C)[C@@H](O[C@H]2C[C@@](C)(OC)[C@@H](O)[C@H](C)O2)[C@H](C)[C@@H](O[C@@H]2O[C@H](C)C[C@H](N(C)C)[C@H]2O)[C@](C)(O)C[C@@H](C)C(=NOCOCCOC)[C@H](C)[C@@H](O)[C@]1(C)O do in these assays?
CHOP UPR activ: 2.2; UPR XBP1 act: -2; TIM10 inh: 6; tim10-1 inh: -7; CXCR6 inh: 1; Mdm2-MdmX inh: 30; tim23-1 inh: -1; APJ agonist: -2; APJ antagonist: 11

How did Cc1ccc(CNC(=O)c2nnc(CS(=O)(=O)c3ccccc3)o2)cc1 do in these assays?
CHOP UPR activ: -1.7; UPR XBP1 act: 3; TIM10 inh: 0; tim10-1 inh: 21; CXCR6 inh: 8; Mdm2-MdmX inh: 2; tim23-1 inh: 7; APJ agonist: 6; APJ antagonist: -6

Screening results deposited in PubChem by Sanford-Burnham Center for Chemical Genomics.
